Source: PubChem BioAssay
T cell HTS: T cell immune modulators affecting CD8 T cell-vesicle binding; 2C CD8+ T cell-vesicle binding, flow cytometry; active compounds read low; calls only at 7 µM; 330,000 compounds, 0.068% hits;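 active = response, share of CD8 T cells binding vesicles, and their 90th percentile fluorescence all below set limits, cut at about 80% in these data, passing the limit was not always enough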
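Material: 2C TCR transgenic mouse naive CD8+ T cells, MACS-purified. Also added: QL9-charged Drosophila Ld/ICAM-1/B7-1 vesicles. Timing: binding 1.5 h at 37 °C. Measured by: high-throughput flow cytometry with anti-B7-1 and anti-CD8 staining. Read-out: percent CD8+ FL2 mean versus row control. Controls: Unloaded micro-vesicles (low), QL9 vesicles with 0.7% DMSO (high).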
T cell HTS vesicle-bound %: recorded beside T cell HTS, whose call it bears; double positive events, %; measured here: CD8+ vesicle-bound cell fraction;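 binding gate set so that unloaded-vesicle control wells show 10% double positive cells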
* marks the source's active call; other numbers are inactive results; i = inactive.

SMILES	T cell HTS	T cell HTS vesicle-bound %
CC1CCCC(C)N1C(=O)COC(=O)c1ccc(Br)c(S(=O)(=O)N2CCOCC2)c1 (stereo not drawn)	i	3.8
COC(=O)[C@]1(C)N[C@H](CN(C)C(=O)Nc2ccc(C)cc2)[C@@H]2C(=O)N(C)C(=O)[C@@H]21	i	7.5
COc1ccc(S(=O)(=O)Nc2cccc3c2O[C@H](CN(C)Cc2ccc(Oc4ccccc4)cc2)[C@@H](C)CN([C@H](C)CO)C3=O)cc1	i	41.1
CCCCCn1nc(C(=O)N2CCc3ccccc32)c2ccccc2c1=O	i	37.5
Cc1ccc(NC(=O)COC(=O)C2CCC2)cc1S(=O)(=O)N1CCOCC1	i	32.1
O=C(c1ncn(Cc2ccccc2)c1C(=O)N1CCN(c2ccccc2)CC1)N1CCN(c2ccccc2)CC1	i	10.3
Cc1c(NS(=O)(=O)c2cccc(C(=O)N3CCC(C(N)=O)CC3)c2)c(=O)n(-c2ccccc2)n1C	i	26.0
Cc1cccc(C(=O)OCC(=O)NC(C)C2CC3CCC2C3)c1O (stereo not drawn)	i	47.4
N#Cc1ccc(CN2CCN(C(=O)CNS(=O)(=O)c3ccc4c(c3)OCCCO4)CC2)cc1	i	6.7
COc1ccc([C@H]2CC(=O)C=C(c3ccc(C(F)(F)F)c(C(F)(F)F)c3)C2)cc1OC	i	25.6
O=C(Cn1ccc(NC(=O)OCc2ccccc2)nc1=O)NCCCc1ccccc1	i	39.9
CC(=O)NCCc1ccc(C(=O)COC(=O)C2CCCCC2)cc1	i	51.5
N#C/C(=C\c1ccccc1)C(=O)NNS(=O)(=O)c1ccc(Br)cc1	i	27.7
CN(CC(=O)Nc1ccccc1Cl)CC(=O)Nc1cccc2ccccc12	i	36.1
CC(=O)NC12CC3CC(C1)CC(C(=O)N(C)CC(=O)Nc1ccc(F)c(F)c1F)(C3)C2	i	47.7
Cc1ccc(OCC(=O)c2c(N)n(C)c(=O)n(C)c2=O)c([N+](=O)[O-])n1	i	30.8
O=C(N[C@@H](Cc1ccccc1)C(=O)N[C@@H](Cc1ccccc1)C(=O)O)OCc1ccccc1	i	26.9
COc1ccc(NS(=O)(=O)c2cc(NC(=O)c3ccc(=O)[nH]n3)ccc2N2CCOCC2)cc1	i	28.6
CC(=O)Nc1ccc(NC(=O)C(C)OC(=O)C2(c3ccccc3F)CCCC2)cc1 (stereo not drawn)	i	45.3
O=C(Cc1ccccc1Cl)Nc1cc(S(=O)(=O)N2CCOCC2)ccc1N1CCOCC1	i	29.9
COc1ccccc1C(=O)N/N=C(\C)c1cccnc1	i	29.7
NC(=O)C1CCCN(C(=O)CCC(=O)c2cccs2)C1 (stereo not drawn)	i	43.0
Cc1cccc(C)c1OCC(=O)NNC(=O)CNC(=O)c1ccc(OC(F)F)cc1	i	9.6
CC(=O)Nc1ccc(S(=O)(=O)N(CC(=O)NC2CC2)Cc2ccccc2)cc1	i	51.6
COc1ccc(-c2nnc(SCC(=O)NC3CC3)o2)cc1	i	38.4

Ordered by length of the SMILES (low to high): part of the list above
SMILES	T cell HTS	T cell HTS vesicle-bound %
O=C(Cn1ccc(NC(=O)OCc2ccccc2)nc1=O)NCCCc1ccccc1	i	39.9
CC(=O)NC12CC3CC(C1)CC(C(=O)N(C)CC(=O)Nc1ccc(F)c(F)c1F)(C3)C2	i	47.7
O=C(c1ncn(Cc2ccccc2)c1C(=O)N1CCN(c2ccccc2)CC1)N1CCN(c2ccccc2)CC1	i	10.3
Cc1c(NS(=O)(=O)c2cccc(C(=O)N3CCC(C(N)=O)CC3)c2)c(=O)n(-c2ccccc2)n1C	i	26.0

Some of the entries above in a different format:
COc1ccc(S(=O)(=O)Nc2cccc3c2O[C@H](CN(C)Cc2ccc(Oc4ccccc4)cc2)[C@@H](C)CN([C@H](C)CO)C3=O)cc1
  T cell HTS: i
  T cell HTS vesicle-bound %: 41.1
CC(=O)NC12CC3CC(C1)CC(C(=O)N(C)CC(=O)Nc1ccc(F)c(F)c1F)(C3)C2
  T cell HTS: i
  T cell HTS vesicle-bound %: 47.7

Next part.
SMILES	T cell HTS	T cell HTS vesicle-bound %
Cn1nnnc1SCC(=O)N1N=C(c2ccc(Cl)cc2)CC1c1ccco1 (stereo not drawn)	i	52.9
COc1ccc([C@H]2CC(=O)C=C(c3ccc(OC)cc3OC)C2)cc1	i	28.8
O=C(CCNS(=O)(=O)c1cccc(C(F)(F)F)c1)NCc1ccco1	i	38.8
CN(C(=O)COC(=O)CNC(=O)c1cccs1)c1c(N)n(Cc2ccccc2)c(=O)[nH]c1=O	i	28.9
c1ccc(-c2ccc3[nH]ccc3c2)cc1	i	33.9
Cc1cccc(OCCC(=O)Nc2ccc(N3CCOCC3)cc2N2CCOCC2)c1	i	47.3
CCCn1c(SCC(=O)c2c(N)n(C3CC3)c(=O)[nH]c2=O)nc2cc(S(N)(=O)=O)ccc21	i	50.9
COc1ccc(N2CCN(CC(=O)Nc3ccccc3C(=O)NCc3ccccc3)CC2)cc1	i	18.9
Cc1nc2cc(Cl)c(Cl)cc2n1-c1ccccn1	i	34.2
N#Cc1ccccc1OCC(=O)NNC(=O)CNC(=O)c1ccc(Br)o1	i	8.7
COc1cccc(NC(=O)CN(C)C(=O)CCCc2c[nH]c3ccccc23)c1	i	41.7
Cc1ccc(C(C)C)c(OCC(=O)NNC(=O)Nc2ccccc2)c1	i	14.6
COc1ccc2oc(C)c(C(=O)c3ccccc3)c2c1	i	4.1
Cc1cccc(C)c1NC(=O)CNC(=O)c1ccc(COc2ccccc2)cc1	i	12.2
CCCCNc1c(-c2ccc(SC(C)CC)c(OC)c2)nc2ccc(Cl)cn12 (stereo not drawn)	i	8.1
COc1ccc(C(=O)N[C@H](C(=O)NCCCSc2ccccc2)C(C)C)cc1	i	27.6
COc1cc(C(=O)NCC(=O)OCc2ccc(F)cc2)cc(OC)c1OC	i	26.6
COC(=O)C1=C(C(=O)OC)[C@@H]2Nc3ccccc3[C@@]23C[C@@H](C(=O)OC)N(C(=O)c2ccco2)C3=N1	i	25.6
O=C1c2cccc3cccc(c23)C(=O)N1CC1CCN(CC(O)COc2ccc3ccccc3c2)CC1 (stereo not drawn)	i	57.9
COc1cc(C(=O)OCc2cccc(OC)c2OC)ccc1OCC(=O)N1CCOCC1	i	17.7
COc1ccc(S(=O)(=O)N(C)C[C@H]2Oc3c(NC(=O)Nc4c(C)noc4C)cccc3C(=O)N([C@@H](C)CO)C[C@H]2C)cc1	i	9.7
CC(C)(CNC(=O)c1ccc(S(=O)(=O)Nc2ccc(Cl)cc2)cc1)N1CCOCC1	i	29.8
CC(C)C(NC(=O)c1ccc(C(C)(C)C)cc1)C(=O)N1CCC(C(N)=O)CC1 (stereo not drawn)	i	43.2
COC(=O)C1=CO[C@@H](O[C@@H]2O[C@H](CO)[C@@H](O)[C@H](O)[C@H]2O)C2C1CC(O)O[C@H]2C (stereo partly drawn)	i	26.6
Cc1cccc(Nc2ccncc2S(N)(=O)=O)c1	i	32.4

The listing continues:
SMILES	T cell HTS	T cell HTS vesicle-bound %
COC(=O)c1ccc(CNC(=O)Cn2cnc3c(OCc4ccccc4)ncnc32)cc1	i	9.9
c1ccc(CN2CCN(C3CCCSc4ccccc43)CC2)cc1 (stereo not drawn)	i	26.4
CCCCN(C(=O)CSc1ncn[nH]1)c1c(N)n(Cc2ccccc2)c(=O)[nH]c1=O	i	12.5
CCc1ccc(C(C)NC(=O)COC(=O)c2ccc(-n3cnnn3)cc2)cc1 (stereo not drawn)	i	18.2
CCc1cccc(NC(=O)CSCc2nc3sc(C)c(C)c3c(=O)[nH]2)c1	i	40.7
CCN(C[C@H]1N[C@@](CC)(C(=O)OC)[C@H]2C(=O)N(C)C(=O)[C@@H]12)S(=O)(=O)c1ccc(C(C)(C)C)cc1	i	5.3
COc1cccc(CNC(=O)COc2cc3c(c4oc(=O)cc(C)c24)CCC(C)(C)O3)c1	i	1.4
O=C(Cn1cc([N+](=O)[O-])ccc1=O)NCC1COc2ccccc2O1 (stereo not drawn)	i	17.8
O=C(O)CCn1cc(-c2ccc(Cl)cc2)nc1-c1ccncc1	i	12.7
CC1(c2nnc(-c3ccncc3)o2)CC(c2cccc(Cl)c2)=NO1 (stereo not drawn)	i	12.7
Cc1ccc(C)c(C(=O)CN2C(=O)C(=O)N(C3CCCC3)C2=O)c1	i	11.4
COc1cc(C)c(C(=O)CC(=O)c2c(C)cc(OC)cc2C)c(C)c1	i	33.0
COc1ccc(NC(=O)[C@@H]2CCCN2S(=O)(=O)c2ccccc2F)cc1S(=O)(=O)N1CCCCC1	i	38.9
C[C@H](CO)N1C[C@H](C)[C@@H](CN(C)Cc2ccc(C(=O)O)cc2)Oc2c(NS(=O)(=O)c3cccs3)cccc2C1=O	i	7.6
CC1CC(C)CN(C(=O)CSc2nnc3ccccn23)C1 (stereo not drawn)	i	26.6
NC(=O)COc1ccc(C(=O)NCC2(N3CCOCC3)CCCCC2)cc1	i	56.9
COc1ccc(S(=O)(=O)N2CCN(Cc3cc(=O)n4ccccc4n3)CC2)cc1	i	22.5
C/C(=N\OC(=O)Nc1ccccc1)c1ccc(C)cc1	i	36.4
CCN(Cc1ccc(OC)c(F)c1)C(C)C(=O)Nc1ccc(S(=O)(=O)N2CCCC2)cc1 (stereo not drawn)	i	21.1
COc1ccc(NC(=O)COc2ccccc2Cc2ccccc2)cn1	i	35.0
O=C(CN1C(=O)c2cccc([N+](=O)[O-])c2C1=O)NNC(=O)c1ccc(F)cc1	i	50.9
O=C(CNC(=O)C1CCCC1)Nc1ccccc1Br	i	44.9
CCSc1ccc([C@@H]2[C@H]3C(=O)N(C)C(=O)[C@H]3[C@]3(C(=O)OC)CCCCN23)cc1OC	i	26.1
O=C(COc1cccnc1[N+](=O)[O-])Nc1ccc(Cl)cc1F	i	36.3
Cc1ccc([C@@H]2CC=C(C(=O)O)[C@H](c3ccc(Br)cc3)N2S(=O)(=O)c2ccc(C)cc2)cc1	i	9.5

(further entries)
SMILES	T cell HTS	T cell HTS vesicle-bound %
Cc1cc(C)n2nc(C(=O)OCC(=O)Nc3ccc(C)c(F)c3)nc2n1	i	34.8
O=C(Nc1ccccc1)c1cc(S(=O)(=O)N2CCCCC2)ccc1N1CCOCC1	i	29.5
N#Cc1c(/N=C/c2ccc(-c3ccc(C(=O)O)c(Cl)c3)o2)sc2c1CCCC2	i	62.7
O=C(Nc1nc(-c2ccccn2)cs1)c1ccc(F)c(S(=O)(=O)N2CCOCC2)c1	i	35.6
COc1ccc(S(=O)(=O)Nc2cccc3c2O[C@H](CN(C)S(=O)(=O)c2ccc(OC)cc2)[C@@H](C)CN([C@H](C)CO)C3=O)cc1	i	25.9
COC(=O)[C@H](Cc1ccc(O)cc1)NC(=O)Cn1ccc(NC(=O)OCc2ccccc2)nc1=O	i	27.7
COc1ccc(-c2c(-c3ccc(OC)c(F)c3)c3ccccc3n2C)cc1	i	14.4
Clc1ccc(C2=CSC3=NCCN23)c(Cl)c1	i	33.0
CC1CCCN(C(=O)COC(=O)/C=C/c2ccc(C(F)(F)F)cc2)C1 (stereo not drawn)	i	20.6
Cc1cccc(C)c1NC(=O)COC(=O)c1cc(S(=O)(=O)Nc2ccc(Cl)cc2)ccc1O	i	2.5
Cc1ccc(S(=O)(=O)N2[C@@H](c3ccc(C#N)cc3)C(C(=O)O)=C[C@H]2C(C)(C)C)cc1	i	6.0
CCOc1ccc(NC(=O)CN(C)C(=O)C2CC(=O)N(Cc3ccco3)C2)cc1OCC (stereo not drawn)	i	41.4
COc1ccc(CNC(=O)CC2C[C@H](C(=O)N3CCOCC3)[C@@]3(C)c4[nH]c5ccccc5c4CCN3C2=O)cc1OC (stereo partly drawn)	i	10.5
O=C(N/N=C/c1cc(Br)cc(Cl)c1O)c1ccc2c(c1)OCO2	i	20.6
CC(C)(C)OC(=O)NCc1ccc(NC(=O)c2nc[nH]c2C(=O)NCCN(CCNC(=O)c2[nH]cnc2C(=O)Nc2ccc(CNC(=O)OC(C)(C)C)cc2)CCNC(=O)c2[nH]cnc2C(=O)Nc2ccc(CNC(=O)OC(C)(C)C)cc2)cc1	i	23.5
CCN(CC(=O)Nc1c(F)cccc1F)C(=O)c1nc2nccc(C)n2n1	i	39.8
CCN1CCN(C(=S)NC(=O)c2cccc(Br)c2)CC1	i	54.3
CCCCC(=O)N1C/C=C\[C@H](c2ccc(OC)cc2)N(Cc2ccc(F)cc2)C(=O)[C@@H]1C	i	12.7
Cc1ccc2c(c1)C(=O)C(=O)N2Cc1ccc(F)cc1	i	54.3
COc1ccc(NS(=O)(=O)c2ccc(F)c(F)c2F)cc1S(=O)(=O)N1CCOCC1	i	31.9
N#CCC(=O)Nc1ccc(C(=O)OCC(=O)NCc2ccc3c(c2)OCO3)cc1	i	20.3
COc1cc(SC)ccc1C(=O)N(C)CC(=O)Nc1cccc2ccccc12	i	45.5
N#CCCN(Cc1cccnc1)S(=O)(=O)c1ccc2ccccc2c1	i	50.6
O=C(c1ccccc1Cc1ccccc1)N1CCN(S(=O)(=O)c2ccccc2F)CC1	i	39.3
CC(C)C[C@H](NC(=O)N1c2ccccc2NC(=O)[C@@H]1C(C)C)C(=O)N1CCC[C@@H]1C(=O)O	i	25.4
C[C@@H]1CN([C@@H](C)CO)C(=O)c2cc(NC(=O)Nc3ccc4c(c3)OCO4)ccc2O[C@H]1CN(C)S(=O)(=O)c1ccc(F)cc1	i	15.8
N#Cc1ccccc1OCC(=O)Nc1cccc(S(=O)(=O)N2CCCCCC2)c1	i	24.0
O=C(Nc1cccc(Br)c1)C1CCCC1	i	24.1
C[C@H]1CN([C@@H](C)CO)C(=O)Cc2cc(NC(=O)Cc3ccccc3)ccc2O[C@H]1CN(C)S(=O)(=O)c1cccs1	i	13.7
O=C(CSc1ccccc1F)NCCN1C(=O)CSC1=O	i	34.6

An excerpt; count on the stated rates, not on these rows.
